# SENP1 FRET inh: blocks the human SENP1 SUMO protease catalytic domain; Q9P0U3; inhibition, % at 10 µM; 0.21% of 360,000 active; recombinant SENP1 catalytic domain, CyPet-SUMO1-YPet FRET cleavage;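 active means inhibition at least 30% at 10 µM, raw YFP signal under a set limit, fluorescence ratio 0.5 to 1.5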;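 further: 0% = enzyme with DMSO and 100% = no enzyme wells; some results filed as inactive read as strong as hits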
# Target sequence (Q9P0U3 419-644 limits assumed): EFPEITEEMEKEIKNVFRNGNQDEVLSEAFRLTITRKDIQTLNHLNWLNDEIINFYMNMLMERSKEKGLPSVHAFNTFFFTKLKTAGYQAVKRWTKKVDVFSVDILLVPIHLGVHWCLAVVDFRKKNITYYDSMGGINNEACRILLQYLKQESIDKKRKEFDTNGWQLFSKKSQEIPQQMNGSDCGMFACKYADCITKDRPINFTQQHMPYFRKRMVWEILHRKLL
#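 system = hSENP1 catalytic domain, recombinant | reagent = SFCypet-SUMO1-SFYpet substrate at 25 nM | doses = one dose per compound, 10 µM, 0.5% DMSO | incubation = enzyme reaction for 50 min at room temperature, dark | measured by = FRET, CFP and YFP emission | controls = no-enzyme low, enzyme-DMSO high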
# SENP6 inh: blocks the human protease SENP6; Q9GZR1; Recombinant SENP6 catalytic domain, aminoluciferin luminescence; inhibition, % at 10 µM; 1.8% of 330,000 active;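 active means inhibition above about 50% at the single tested dose, limit read from the data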;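 further: plate controls were DMSO wells with enzyme for no effect and DMSO wells lacking enzyme for full effect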
# HKDC1 inhibitor: blocks human hexokinase HKDC1 activity; inhibition, % at 20 µM; Q2TB90; 0.16% of 340,000 active; recombinant HKDC1, G6PDH/diaphorase resazurin coupled fluorescence;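 active means inhibition above about 35% when tested at 20 µM, limit read from the data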;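 further: plate controls were DMSO wells with enzyme for no effect and DMSO wells lacking enzyme for full effect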
#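 test system = in-house recombinant HK5 (HKDC1) enzyme | amount = HKDC1 at 5 µg/mL | control set = DMSO-enzyme wells negative, buffer-substituted wells positive | compound = one dose of 20 µM, 1% DMSO | schedule = reaction time 90 min, room temperature, protected from light | technique = resorufin fluorescence at 613 nm | reagent = glucose with 1 mM ATP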
# PfGluPho inh: PfG6PD (Plasmodium falciparum) enzyme inhibition; PfGluPho enzyme, NADPH resazurin-diaphorase fluorescence; inhibition, % at 20 µM; 0.78% of 350,000 active;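 active means inhibition reaching at least a set limit at 20 µM in the primary screen, cut at about 59% in these data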;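 further: 0% = DMSO wells with substrate and 100% = DMSO wells lacking glucose-6-phosphate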
# SENP8 block-1: SENP8 (human) protease inhibition; Q96LD8; recombinant SENP8, Nedd8 substrate fluorescence; inhibition, % at 20 µM; 0.64% of 360,000 active; AID 602440; in the data active means inhibition mostly above about 40%, no sharp cut-off; inactive means mostly below about 27%
# Target sequence (Q96LD8 whole entry, looked up): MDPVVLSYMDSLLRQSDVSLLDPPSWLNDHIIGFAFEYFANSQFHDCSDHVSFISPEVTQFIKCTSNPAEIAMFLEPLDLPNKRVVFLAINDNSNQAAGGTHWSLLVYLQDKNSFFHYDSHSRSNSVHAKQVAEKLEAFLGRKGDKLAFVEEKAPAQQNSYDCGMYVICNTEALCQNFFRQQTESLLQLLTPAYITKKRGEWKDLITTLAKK
# Apaf-1 inh: inhibitors of human Apaf-1 apoptosome | O14727 | reconstituted apoptosome caspase-3 activity, DEVD-Rh110 fluorescence | inhibition, % at 20 µM | 0.71% of 330,000 active; active means inhibition of at least 40% at 20 µM;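 further: plate controls were DMSO wells for no effect and DEVD-CHO caspase inhibitor wells for full effect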
#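 Material: cell-free apoptosome with Apaf-1, procaspase-3 and caspase-9; Buffer or medium: Hepes pH 7.5 with detergent and BSA; Reagent: cytochrome c trigger plus (Z-DEVD)2-Rh110 caspase-3 substrate; Times: compound with Apaf-1, dATP, procaspase-3 30 min, then 50 min reaction, room temperature; Technique: Rh110 fluorescence intensity.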
# SENP7 inh: SENP7 protease inhibition. Q9BQF6. recombinant SENP7, Z-RLRGG-aminoluciferin luminescence, 40 min. inhibition, % at 5 µM. 1.5% of 330,000 active;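 active means inhibition above about 50% at the single test dose, limit read from the data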;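 further: plate controls were DMSO with enzyme for no effect and no enzyme buffer wells for full effect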
# Target sequence (Q9BQF6 706-1050 limits assumed): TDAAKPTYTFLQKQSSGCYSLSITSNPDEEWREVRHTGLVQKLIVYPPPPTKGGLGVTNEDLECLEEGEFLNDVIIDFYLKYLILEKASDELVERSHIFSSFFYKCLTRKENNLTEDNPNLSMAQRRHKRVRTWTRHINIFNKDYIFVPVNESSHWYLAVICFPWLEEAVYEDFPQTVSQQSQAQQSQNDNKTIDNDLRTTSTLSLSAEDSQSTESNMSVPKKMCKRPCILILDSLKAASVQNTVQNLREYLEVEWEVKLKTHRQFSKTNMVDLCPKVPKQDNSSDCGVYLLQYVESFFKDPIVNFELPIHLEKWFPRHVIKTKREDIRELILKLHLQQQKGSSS
# NALP3 yeast inh: NALP3 inhibition in yeast; Yeast reconstituted NLRP3/ASC/caspase-1, beta-gal luminescence, 24 h; inhibition, % at 10 µM; 0.39% of 330,000 active;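 active means inhibition of 50% or more; inactive means inhibition below 50%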;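 further: plate controls were induced DMSO wells for no effect and uninduced yeast grown without galactose for full effect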
# SENP8 block-2: SENP8 protease inhibition. Q96LD8. purified SENP8, Z-RLRGG-aminoluciferin cleavage, luminescence. inhibition, % at 10 µM. 1.2% of 330,000 active. AID 2540; in the data active means inhibition above about 50%
# * = called active by the depositor; / = no result given; & = joins results of further samples.
molecule	SENP1 FRET inh	SENP6 inh	HKDC1 inhibitor	PfGluPho inh	SENP8 block-1	Apaf-1 inh	SENP7 inh	NALP3 yeast inh	SENP8 block-2
Cc1cc(/C=C2\SC(=S)NC2=O)c(C)n1-c1cccc(O)c1	-48.4	18.4	5.8	-0.3	23.3	1.8	15.3	13.4	8.7
O=C(N/N=C/c1cccc2nccnc12)c1ccncc1	1.7	-34.9	-5.9	-27.4	-14.3	-24.7	-2.3	12.7	6.7
CNC(=O)CCC(=O)Nc1ccc(C)cc1	2.0	7.7	-5.2	-3.0	9.3	-3.4	-1.0	4.3	-4.7
Cc1ccc(-c2noc(CSc3nnc(-c4ccncc4)n3-c3ccc(C)cc3)n2)cc1	1.7	-1.4	1.2	8.4	17.3	4.1	-0.2	-9.5	0.4
CC(C)n1c(SCC(=O)Nc2ccc3c(c2)OCO3)nc2c1c(=O)n(C)c(=O)n2C	-0.2	-22.8	-5.8	17.9	4.6	-13.8	-7.8	-5.1	-1.5
COc1ccc(CNC(=S)Nc2ccccc2)cc1	3.8	8.8	-3.9	2.9	10.0	2.0	4.6	-10.2	-0.8
FC(F)Oc1ccc(NC(=S)NNc2ccnc3cc(Cl)ccc23)cc1	-6.4	-30.0	-9.6	58.4	-30.5	9.3	-0.2	14.6	-7.6
COc1ccccc1CNC(=O)COC(=O)c1ccc(Cl)c(N)c1	2.0	2.0	-3.6	14.7	-422.4	-2.1	5.1	0.0	-7.7
Cc1cnc2c(c1)C(=O)c1ccccc1-2	-1.0	-14.4	-5.6	5.3	18.4	3.9	1.7	11.3	-4.4
CN(c1ccccc1)S(=O)(=O)c1cccc(NC(=O)CSc2nncn2C)c1	1.5	6.5	-10.9	-3.1	-2.7	11.3	3.4	11.4	-3.1
CC(=O)Nc1ccc(C(=O)NNC(=O)c2ccc(Cl)cc2Cl)cc1	-0.5	6.9	-0.7	-8.2	-5.1	-10.2	0.0	19.8	-0.9
Cc1cc(C)c(OCC(=O)OCC(=O)N2CCCc3ccccc32)c(C)c1	0.9	-5.6	-2.6	6.7	-6.0	16.4	-8.0	21.2	-10.1
CCCCn1c(C(C)NC(=O)c2cccs2)nc2ccccc21 (stereo not drawn)	0.6	-6.4	-6.5	-6.8	1.1	10.5	-2.0	-5.6	0.2
CCC1(c2ccc(Cl)cc2)NC(=O)N(CC(=O)NC2CCCC(C)C2C)C1=O (stereo not drawn)	-1.5	4.8	-3.7	11.4	15.2	11.2	-6.2	18.0	-6.8
CCOc1ccc(N(CC(=O)N/N=C/c2cc(Br)c(C)o2)S(C)(=O)=O)cc1	3.7	-6.7	13.8	6.2	8.2	13.1	1.8	7.6	0.9
Cc1ccc(-n2c(C)cc(C=C(C#N)C#N)c2C)cc1	-0.9	-14.8	-0.1	3.7	-68.3	19.7	-11.3	-20.5	-12.3
Cc1cc(C)n2c(Nc3ccc4c(c3)OCCO4)c(-c3ccccc3)nc2n1	15.4	-17.1	-6.0	-9.0	-9.7	18.4	-7.5	6.2	1.1
Cc1cc(=O)[nH]c2c1c(=O)[nH]n2C1CC(C)N(C)CC1C (stereo not drawn)	-0.3	-12.6	-5.1	12.9	15.0	-4.2	-2.6	18.3	0.3
COc1cc(/C=N/Nc2nc3ccccc3[nH]2)cc(Br)c1OCC(=O)N(C)C	-3.5	9.6	4.5	11.1	-425.1	9.7	10.2	-0.1	3.7
CCNS(=O)(=O)c1ccc(CCC(=O)N2CCOCC2)cc1	0.1	-31.0	-0.9	-0.4	3.8	-8.5	-1.2	18.6	2.1
Nc1cc(N)nc(SCc2cc(=O)oc3cc4c(cc23)CCC4)n1	-3.8	-14.1	5.3	10.1	18.3	16.8	0.2	16.4	-1.0
CC(=O)c1ccc(N(CC(=O)Nc2cc(C)on2)S(=O)(=O)c2ccc(C)cc2)cc1	0.6	19.1	-4.3	3.3	-7.1	5.9	3.1	3.7	-0.9
COc1ccc(S(=O)(=O)N(CC(=O)N2CCOCC2)Cc2ccccc2)cc1C	0.3	-13.4	-16.2	4.0	7.9	-5.1	0.7	4.9	2.2
C/C(CC(=O)Nc1ccc(Cl)c(C(F)(F)F)c1)=N\NC(=O)c1ccccc1O	-2.1	5.9	6.9	-32.9	-373.5	11.1	-2.5	22.3	6.3
COc1ccc(C(=O)Nc2sc3c(c2C#N)CCN(C(C)=O)C3)cc1	-27.7	78.9*	-6.4	36.5	-362.2	23.4	6.2	8.7	4.3
COc1ccc(NC(=O)c2ccccc2C(=O)N2CCCCC2)cc1	1.5	-12.3	-7.0	-4.8	4.3	-4.4	3.8	20.5	-5.4
COc1ccc(-c2ccc(-c3nc4ccc(C)cn4c3NC3CCCCC3)cc2OC)cc1	-56.1&-52.4	-8.2	3.2	32.2	-485.0	28.4	2.8	17.2	-7.0
Cc1cnc(C=NNC(N)=S)c2cccc(N)c12	26.8	/	31.2	105.7*	81.8*	/	/	/	/
O=C1CCCC(c2ccccc2)N1 (stereo not drawn)	-0.1	-13.5	-2.9	-6.5	33.6	2.4	6.1	12.9	-4.6
CC(C)C(=O)N(Cc1ccc(F)cc1)Cc1nc2ccccc2c(=O)[nH]1	2.4	5.8	-7.8	4.2	7.7	3.8	0.7	14.2	-0.8
COc1cc(OC)cc(C(=O)NCC(=O)NC(C)c2ccccc2)c1 (stereo not drawn)	0.4	-8.4	-3.5	-4.0	4.6	1.6	0.2	-1.0	12.1
O=C(NCC(=O)N1CCCC1)c1ccc(Br)o1	0.4	13.0	-4.5	-6.8	13.7	-14.2	-3.2	16.4	-7.9

# Single records, from the list above. Order of screens: SENP1 FRET inh | SENP6 inh | HKDC1 inhibitor | PfGluPho inh | SENP8 block-1 | Apaf-1 inh | SENP7 inh | NALP3 yeast inh | SENP8 block-2
# Cc1cnc(C=NNC(N)=S)c2cccc(N)c12 is entered as 26.8 | / | 31.2 | 105.7* | 81.8* | / | / | / | /
# Cc1cc(/C=C2\SC(=S)NC2=O)c(C)n1-c1cccc(O)c1 is entered as -48.4 | 18.4 | 5.8 | -0.3 | 23.3 | 1.8 | 15.3 | 13.4 | 8.7
# COc1ccccc1CNC(=O)COC(=O)c1ccc(Cl)c(N)c1 is entered as 2.0 | 2.0 | -3.6 | 14.7 | -422.4 | -2.1 | 5.1 | 0.0 | -7.7
# Cc1cc(C)n2c(Nc3ccc4c(c3)OCCO4)c(-c3ccccc3)nc2n1 is entered as 15.4 | -17.1 | -6.0 | -9.0 | -9.7 | 18.4 | -7.5 | 6.2 | 1.1
# CC(=O)c1ccc(N(CC(=O)Nc2cc(C)on2)S(=O)(=O)c2ccc(C)cc2)cc1 is entered as 0.6 | 19.1 | -4.3 | 3.3 | -7.1 | 5.9 | 3.1 | 3.7 | -0.9

# Next section.
molecule	SENP1 FRET inh	SENP6 inh	HKDC1 inhibitor	PfGluPho inh	SENP8 block-1	Apaf-1 inh	SENP7 inh	NALP3 yeast inh	SENP8 block-2
CCCn1c(SCC(=O)Nc2sc(C)c(C)c2C#N)nnc1C(C)C	-2.4	1.8	3.3	1.7	12.9	7.2	7.2	10.0	1.2
CC(=O)Nc1ccc(NC(=O)CN(c2ccccc2Cl)S(C)(=O)=O)cc1	1.2	-15.8	10.9	3.0	13.2	3.3	-7.1	12.8	-3.3
O=C(CN1C(=O)C2CC=CCC2C1=O)Nc1ccc(S(=O)(=O)N2CCOCC2)cc1 (stereo not drawn)	-2.4	-3.0	-1.5	-2.6	7.9	-15.7	5.0	-0.3	7.2
CC(C)C[C@@H](CN=[N+]=[N-])N1CCN(C)CCC1=O	-2.9	-2.4	2.0	-12.5	3.2	4.3	9.2	13.5	6.8
CCOC(=O)CSc1n[nH]c(NC(C)=O)n1	0.6	10.8	-9.8	1.0	10.8	-10.6	3.0	3.0	0.8
CC(=O)N(C)Cc1ccc(C(=O)CCl)cc1	1.3	-12.1	-4.6	13.9	1.3	-22.1	-12.3	-7.7	-8.1
CCN1C[C@@H]2[C@@H]3C(=O)N(Cc4ccccc4)C(=O)[C@@H]3[C@](C)(C1=O)N2C(=O)c1ccccc1	0.1	/	3.3	-0.2	15.0	/	/	/	/
O=C(O)c1sccc1Oc1ccc(NS(=O)(=O)c2ccccc2)cc1	2.1	2.7	-5.7	-23.1	0.3	5.5	-10.0	9.3	-3.2
O=S(=O)(Nc1ccc(Br)cc1)c1cccc2cccnc12	-1.3	-2.7	-1.9	33.4	10.8	8.0	-9.0	34.0	-2.8
CCCNC(=O)c1cc(C)no1	1.8	-16.4	0.7	-10.4	12.6	3.8	-5.2	2.7	-9.6
O=C(NN1C(=O)/C(=C/c2cccs2)SC1=S)c1ccccc1	-4.3	2.6	-6.3	24.1	-11.8	4.1	4.2	20.0	-1.5
CCOc1ccc(N(C(C)C(=O)NC2CCCCCC2)S(C)(=O)=O)cc1 (stereo not drawn)	-0.2	-13.0	0.9	-1.0	10.5	0.3	0.8	-4.3	-14.6
O=S(=O)(CCSc1ccccn1)c1nc2ccccc2s1	-2.0	-11.6	11.7	-14.4	1.5	2.9	13.5	28.4	-2.7
CCCCCCC1C(C#N)=C(N)OC2=C1C(=O)CCC2 (stereo not drawn)	-52.2	3.2	-0.4	4.5	-4.6	11.1	-0.9	12.2	6.1
CCCc1cc(=O)[nH]c(SCc2ccc(F)cc2)n1	3.2	-21.5	-5.6	-10.1	24.0	3.7	3.7	0.4	0.3
CN(C)c1nn(C(=O)Nc2ccc(Cl)cc2Cl)cc1-c1ccccc1	2.1	3.8	-6.3	15.4	8.2	1.4	101.1*	10.8	3.1
Cc1c(Cl)cccc1NC(=O)COC(=O)CN1C(=O)NC(C)(C)C1=O	0.6	2.7	-1.4	-11.4	25.0	-9.5	6.4	1.4	2.4
C=CCN1CCN(C(=O)c2ccc(-c3ccccc3)cc2)CC1	0.3	-12.2	-5.1	-5.1	3.4	-3.1	10.2	19.0	-1.9
Cc1cc(OC(F)F)ccc1NC(=S)NC1CCCC1	0.6	-4.9	6.8	1.9	5.4	4.8	3.1	13.3	-4.1
NS(=O)(=O)c1cccc(NC(=O)CSc2n[nH]c(-c3cccs3)n2)c1	0.3	1.0	-1.5	4.0	-16.2	-2.4	0.6	3.0	-0.7
COc1ccc(NC(=S)N(CCC(C)C)C2CCN(C(C)=O)CC2)cc1	-0.3	-8.4	-5.5	-8.1	13.2	2.0	10.1	10.8	6.4
Cc1nnc(SCCC(=O)Nc2nc(-c3ccccc3)ns2)s1	-10.6	58.3*	-10.8	-33.7	-4.3	18.0	-4.9	5.5	16.9
O=C(Cc1cccc(NC(=O)C2CCCN(C(=O)C3CCCCC3)C2)c1)Nc1ccc(C(=O)N2CCOCC2)cc1 (stereo not drawn)	-0.1	/	-5.8	6.8	7.1	/	/	/	/
Cc1ccc(C)c(Oc2coc3cc(O)ccc3c2=O)c1	-9.4	-17.0	3.4	-22.1	-305.4	4.0	-7.8	2.7	2.1

# Assay outcomes as filed in PubChem BioAssay.
